Tb PGK inh = blocks T. brucei phosphoglycerate kinase; P07378; PGK/GAPDH coupled, Kinase-Glo luminescence, 60 min; Potency, µM (series often up to 57.5 µM), inactives show at the highest dose activity change, negative = inhibition, actives largely listed as inhibitors; hit rate 0.043% among 380,000; AID 602233; further: potency means the concentration at half of the fitted maximal effect; on the % scale 0 is the no-effect control and ±100 the full control effect; nearly all actives have a fitted effect of over 60% in size
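Luminescent ATP detection (Kinase-Glo Plus) follows a 60-minute room-temperature incubation, with wells lacking PGK as controls. Buffer: 100 mM TEA (pH 7.6), 5 mM MgCl2, 0.01% Tween-20. Coupling enzyme GAPDH (100 nM final) supplies unstable 1,3-BPG in-well.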
Pol eta inh = blocks human DNA polymerase eta activity. Q9Y253. hit rate 1.2% among 390,000. recombinant Pol eta, fluorescent DNA replication assay. AID 588591. Potency, µM (series often up to 114 µM), for the others: at the top dose activity change, negative = inhibition, most hits filed as inhibitors; further: potency means the concentration at half of the fitted maximal effect; on the % scale 0 is the no-effect control and ±100 the full control effect
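Pol eta at 10 nM preincubated with compounds 15 min at room temperature; reaction started with fluorescent substrate (50 nM final) and read kinetically at 0 and 10 min.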
GLS inh = blocks human kidney-isoform glutaminase activity; GLS enzymatic activity, qHTS titration; AID 624170; hit rate 0.21% among 410,000; Potency, µM (top dose mostly 45.5 µM), for inactives: at the highest dose activity change, negative = inhibition, usual class: inhibitors; further: potency means the concentration at half of the fitted maximal effect; on the % scale 0 is the no-effect control and ±100 the full control effect
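hKGA in 45 mM KH2PO4 (pH 8.2), 0.02% Tween-20 with compound, then 1mM L-Glutamine (stock as added) plus glutamate oxidase/HRP/Amplex red coupling mix. Fluorescence read initially and after 30 min at RT; signal change reflects glutamate formation.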
HP1b chromo inh = HP1-beta chromodomain-methylated histone interaction inhibition; P83916; AlphaScreen HP1-beta / biotin-H3K9me3 peptide binding; Potency, µM (series often up to 114 µM), for inactives: top-dose activity change, negative = inhibition, actives largely listed as inhibitors; hit rate 0.56% among 390,000; AID 540317; further: potency means the concentration at half of the fitted maximal effect; nearly all actives have a fitted effect of over 70% in size; inactives centre near 23
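HP1-beta protein (50 nM final) preincubated 30 min at room temperature with biotinylated H3(1-18)K9me3 peptide (50 nM) in PBS pH 7.4, 0.01% Tween-20, then compound added for 30 min. AlphaScreen streptavidin donor/nickel chelate acceptor beads (10 ug/mL final), 30 min dark, luminescence read.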
G9a inh = G9a (human) methyltransferase inhibition; G9a H3K9 monomethylation, AlphaScreen, 2 h; hit rate 8.8% among 350,000; Q96KQ7; Potency, µM (top dose mostly 102 µM), for the others: at the highest dose activity, negative = inhibition, hits mostly inhibitors; further: potency means the concentration at half of the fitted maximal effect; on the % scale 0 is the no-effect control and ±100 the full control effect; nearly all actives have a fitted effect of over 75% in size
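Chemiluminescent proximity detection of H3K9 monomethylation, read after 10 min bead incubation in the dark. Reaction: 20 nM G9a, 500 nM biotin-H3K9 peptide, 20 uM SAM cofactor, 2 h, room temperature, following 15 min enzyme-compound preincubation.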
JMJD2A Tudor = inhibitors of human JMJD2A Tudor domain | O75164 | AlphaScreen JMJD2A-Tudor / H3K4me3 peptide binding | Potency, µM (series often up to 114 µM), for inactives: at the highest dose activity change, negative = inhibition, most hits filed as inhibitors | hit rate 4.4% among 390,000 | AID 504339; further: potency means the concentration at half of the fitted maximal effect; on the % scale 0 is the no-effect control and ±100 the full control effect; nearly all actives have a fitted effect of over 50% in size
BAZ2B inh = inhibitors of human BAZ2B bromodomain; Q9UIF8; AlphaScreen BAZ2B-H3K14Ac peptide displacement; Potency, µM (titrated, usually from 114 µM), without a hit: at the top dose activity change, negative = inhibition, actives largely listed as inhibitors; hit rate 4.4% among 360,000; AID 504333; further: potency means the concentration at half of the fitted maximal effect; on the % scale 0 is the no-effect control and ±100 the full control effect; nearly all actives have a fitted effect of over 60% in size
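AlphaScreen luminescence quantifies BAZ2B engagement of H3K14Ac peptide; the protein and biotinylated peptide are both at 50 nM final, buffer PBS pH 7.4 with 0.01% Tween-20, all steps at room temperature.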
PI4K2A inh = blocks human PI4K2A kinase activity | Q9BTU6 | purified PI4K2A, ADP-Glo luminescence, 1 h; stronger effect = lower value | activity change, negative = inhibition, % at 76.9 µM | hit rate 0.13% among 420,000; in the data active means activity change below about -50%; inconclusive means mostly about -30% to -49%;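 further: -100% = wells without enzyme as full effect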
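ADP-Glo luminescence measured ADP generated by PI4K2A enzyme (4 ug/mL before mixing) with 1.2 mM PI substrate (pre-mix) and 300 microM ATP (pre-mix). Tris pH7.5 buffer with MgCl2, Triton X-100; 1 h reaction at ambient temperature.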
Pin1 inhibitor = blocks the human prolyl isomerase Pin1; Potency, µM (top dose mostly 115 µM), without a hit: at the top dose activity, negative = inhibition, actives largely listed as inhibitors; Q13526; Pin1 FP peptide displacement, HiFluor488, 10 min; hit rate 0.009% among 390,000; AID 504891; active means well fitted inhibition curve with a large enough effect in the polarisation, with a control signal flat, not every such curve was filed as active; inconclusive means small, poorly fitted or top-dose-only effect, or effect the other way, or a change in a side signal; inactive means no such curve, though single readings can be large or run the other way; the % refers to the polarisation; further: potency means the concentration at half of the fitted maximal effect; on the % scale 0 is the no-effect control and ±100 the full control effect
* marks the source's active call; other numbers are inactive results; i = inactive; ? = inconclusive; . = not tested or not shown; & = joins results of further samples; [ ] = another dose, or the depositor's remark. Unless noted, the call rests on the fitted dose curve; in most records, active means well fitted curve in the direction sought with a large enough effect; inconclusive means small, poorly fitted or top-dose-only effect, or another doubt; inactive means no such curve, though single readings can be large; an effect the other way counts as inactive or inconclusive. This is a subset, so the mix of outcomes need not match the whole.

Tb PGK inh,Pol eta inh,GLS inh,HP1b chromo inh,G9a inh,JMJD2A Tudor,BAZ2B inh,PI4K2A inh,Pin1 inhibitor,molecule
-5%,12%,23%,43%[activator],18%,-8%,4%,-3,-20%,COc1ccc(NS(=O)(=O)c2cccc(C(=O)NNC(=O)c3cc(S(N)(=O)=O)ccc3OC)c2)cc1
i,-12%,-5%,60%[activator],.,-4%,9%[57.1 µM],1,-7%,Cc1ccc(S(=O)(=O)NC(Cc2ccccc2)C(=O)NN)cc1 (stereo not drawn)
-10%,4%&-6%,8%&-8%,22%&20%,20%[0.501 µM],-7%&-11%,-11%&-2%,-5&5,3%&1%,CSc1ncc(C(=O)Nc2ccc(C(C)=O)cc2)c(-c2ccccc2)n1
-7%,-1%,0%,25%,5%[59 µM],-4%,6%,5,1%,CC(C)P(=O)(c1cccc(C(=O)O)c1)C(C)C
-3%,0%,-1%,12%,-3%[59 µM],-3%,6%,6,2%,Cc1ccccc1NC(=O)N1CCCC1C(=O)NCc1cccs1 (stereo not drawn)
-10%,-13%,7%,13%,.,-28%,.,0,-5%,CC(CCN1CCC(CN2C(=S)NCC2Cc2ccccc2)CC1)c1ccccc1 (stereo not drawn)
-1%,-8%,0%,24%,-3%[12.7 µM],-20%,-2%,0,5%,O=C(Nc1ccc(Cl)c(S(=O)(=O)N2CCCCC2)c1)c1cccnc1
-4%,-21%,4%,42%[activator],6%[59 µM],-7%,-10%,-1,-4%,CCOc1ccc2ncc3c(-c4ccccc4)nn(CC(=O)Nc4cccc(F)c4)c3c2c1
-2%,-11%,-29%,57%[activator],?,-15%[11.4 µM],1%,0,-4%,COC(=O)C(C)NC(=O)C(C)NC(=O)OCc1ccccc1 (stereo not drawn)
2%,-1%,-3%,20%,-33%,-4%,-28%,2,-3%,O=C(NCC1CCCO1)c1ccc(Oc2ccc([N+](=O)[O-])cc2Cl)cc1 (stereo not drawn)
4%,-8%,12%,-22%,-1%[59 µM],-34%,?,4,6%,CS(=O)(=O)N1CCN(c2nc(-c3ccccc3)cs2)CC1
-6%,-20%,35%[activator],11%,6%[59 µM],-33%,-21%,0,1%,C=CCN1c2ccccc2[C@]23C[C@@H](C(=O)OC)N(C(=O)c4ccco4)C2=NC(C(=O)OC)=C(C(=O)OC)[C@H]13
.,-4%,10%,25%,-7%,-18%,2%,1,0%,CCc1ccc2oc(C(=O)N3CCN(C)CC3)cc(=O)c2c1
5%,3%,-2%,34%,-5%[59 µM],-9%,-13%,-1,6%,COc1ccccc1CNC(=O)Cc1c(C)c2c(cc(C)c3c(C)c(C)oc32)oc1=O
-7%,-20%,-21%,23%,?,-24%,-5%,-7,0%,CCc1noc(C)c1C(=O)NCCc1ccc(S(N)(=O)=O)cc1
3%,-5%,-1%,36%,-4%,-14%,-6%,2,1%,CC(=O)Nc1ccc(C(=O)N/C(=C/c2ccccc2)C(=O)NCc2ccco2)cc1
3%,2%,20%,22%,12%[2.33 µM],1%,6%,5,-4%,CC(=O)c1ccc[n+](CC(=O)NC(C)c2ccccc2)c1 (stereo not drawn)
.,-4%,1%,37%[activator],23%[59 µM],4%,6%,5,3%,O=C1c2ccccc2C(=O)N1Cc1cc(-c2ccccc2)no1
3%,1%,7%,42%[activator],13%,-2%,-15%,1,-6%,CC1CN(C(=O)COC(=O)c2cc(S(N)(=O)=O)c(Cl)cc2Cl)CC(C)O1 (stereo not drawn)
5%,0%,15%,26%,21%[59 µM],-6%,2%,0,-4%,CCCCOCCCNC(=O)Cc1ccccc1OC
-11%,6%,-1%,38%,-12%,-10%,0%,-11,-15%,Nc1nc(N)c2c(ccc3nccc32)[nH]1
-11%,2%,1%,14%,-25%[59 µM],-14%,?,-2,16%,COc1ccc(/C=C/c2nc(C#N)c(NCCc3ccc(OC)c(OC)c3)o2)cc1OC
-8%,-5%,-4%,-22%,-3%,-30%,-17%,-1,-5%,COc1cccc(C(=O)CC(=O)C(=O)Nc2ccc(C)cc2Cl)c1
-10%,-12%,3%,35%[activator],6%[2.33 µM],-12%,5%,0,-1%,Cc1ccc(C(=O)CN(CCC(=O)O)C(=O)c2ccncc2)cc1
-8%,?,216%[activator],0%,8%[2.33 µM],-10%,-1%,-2,?,COc1cc(/C=N/NC(=O)c2cccc(C(=O)N/N=C/c3ccc(O)c(OC)c3)n2)ccc1O

Reprinted from the results shown, three compounds:
Tb PGK inh,Pol eta inh,GLS inh,HP1b chromo inh,G9a inh,JMJD2A Tudor,BAZ2B inh,PI4K2A inh,Pin1 inhibitor,molecule
-5%,12%,23%,43%[activator],18%,-8%,4%,-3,-20%,COc1ccc(NS(=O)(=O)c2cccc(C(=O)NNC(=O)c3cc(S(N)(=O)=O)ccc3OC)c2)cc1
i,-12%,-5%,60%[activator],.,-4%,9%[57.1 µM],1,-7%,Cc1ccc(S(=O)(=O)NC(Cc2ccccc2)C(=O)NN)cc1 (stereo not drawn)
-10%,4%&-6%,8%&-8%,22%&20%,20%[0.501 µM],-7%&-11%,-11%&-2%,-5&5,3%&1%,CSc1ncc(C(=O)Nc2ccc(C(C)=O)cc2)c(-c2ccccc2)n1

(list continues)
Tb PGK inh,Pol eta inh,GLS inh,HP1b chromo inh,G9a inh,JMJD2A Tudor,BAZ2B inh,PI4K2A inh,Pin1 inhibitor,molecule
3%,-25%,-10%,79%[activator],-27%[59 µM],31%,17%,-1,?,CC(C)CC(=O)n1nc(-c2cccnc2)nc1NCc1ccc(F)cc1
-4%,-3%,-4%,31%,-31%,7%,2%,-4,2%,O=C(O)COc1ccc(C(=O)c2ccccc2)cc1
i,-4%,-11%,9%[57 µM],.,-14%,.,-19,-4%,OC(C1=CC(=Cc2ccncc2)c2ccccc21)c1ccncc1 (stereo not drawn)
0%,-22%,-6%,23%,26%,2%,-12%,0,-1%,Cc1cccc(C)c1NC(=O)COC(=O)C1C2CC3OC(=O)C1C3C2 (stereo not drawn)
0%,0%,13%,21%,43%,-14%,-22%,-2,-4%,CC(=O)c1ccc(NC(=O)C[n+]2ccccc2)cc1
-6%,0%,-5%,72%[activator],?,-9%,5%,1,?,COc1ccc(C2CC(=O)c3sc(N)nc3C2)cc1 (stereo not drawn)
1%,-18%,0%,9%[57 µM],15%,-16%,1%,6,1%,Cc1cc(C)n(CCC(=O)Nc2ccc3c(c2)OCCO3)n1
-4%,-25%,5%,32%[activator],.,-11%,?,1,-5%,CCOC(=O)C1=NN(C(=O)COc2ccccc2)C(O)(c2ccc(Br)cc2)C1 (stereo not drawn)
0%,-2%,-2%,32%,-1%,-15%,-10%,-3,1%,COCCCNc1nnc(Cc2ccccc2)c2ccccc12
-4%,-19%,1%,35%,7%[59 µM],-7%,-18%,-2,22%,COc1ccc(CNC(=O)c2ccc3c(c2)CCN3S(=O)(=O)c2ccc(C)cc2)cc1
8%,-11%,0%,29%,18%[12.7 µM],-13%,-8%,-3,5%,COc1ccccc1NC(=O)c1ccc(Cl)c(S(=O)(=O)NCc2ccco2)c1
-2%,1%,4%,13%,7%[12.7 µM],-22%,13%,-3,-2%,CSCC[C@H](NC(=O)CCNC(C)=O)c1nc2ccccc2[nH]1
-8%,-11%,4%,.,.,.,.,6,.,COCC(=O)N1C[C@H]2CON(C)[C@H]2C[C@H]1c1cccc(-c2ccccc2)c1
-2%,6%,52%[activator],26%,?,-18%,1%,-3,2%,CCCC(=O)N1CCN(c2ccc(NC(=O)c3ccco3)cc2)CC1
-4%,4%,19%,-6%,3%[59 µM],-6%,14%,-5,-5%,CCCN1C(=O)c2ccccc2NC1c1ccc(OC)cc1OC (stereo not drawn)
i,-7%,-13%,-7%,-8%[59 µM],-31%,10%[57.1 µM],1,28%,Nc1c(C(=O)NCCc2ccccc2)nnn1CC(=O)Nc1ccc(Cl)cc1
-10%,-4%,-2%,13%,.,-17%,.,3,1%,CCOC(=O)C1CCCN1C(=O)C1(NC(C)=O)CCCC1 (stereo not drawn)
5%,-14%,0%,33%,.,-5%[11.4 µM],-17%,4,14%,Cc1ccccc1CN1C[C@@H]2C[C@@H](c3cn[nH]c3-c3ccccc3)N3CCC[C@@]23C1=O
-2%,-7%,-5%,29%,-8%,1%,-1%,1,-9%,CC(C)NC(=O)c1cc2c(=O)n3ccccc3nc2s1
-3%,-15%,0%,8%,-6%[12.7 µM],-16%,-2%,0,?,NC(=O)CC(NC(=O)Cc1ccc(Br)cc1)c1ccc(NCCOc2ccccc2)c([N+](=O)[O-])c1 (stereo not drawn)
0%,-10%,4%,21%,1%[59 µM],-25%,4%,-2,16%,CC(C)CC(=O)Nc1ccc2nc(SCC(=O)N3CCc4ccccc43)sc2c1
-1%,6%,-5%,45%[activator],?,-13%,3%,-1,3%,CCc1ccc(S(=O)(=O)NCc2cn3c(C)csc3n2)s1
-2%,8%,-20%,44%[activator],.,-7%,3%,-4,-1%,CC(NC(=O)Nc1cccc(F)c1)c1ccc2c(c1)OCO2 (stereo not drawn)
0%,-8%,3%,23%,-3%[59 µM],6%,2%,-6,-6%,CC(C)CCNC(=O)COC(=O)c1ccc(Br)o1
-5%,-9%,0%,26%,7%,3%,-5%,-4,2%,Cc1c(C(=O)C(=O)NCCCn2ccnc2)c2ccccc2n1C
-4%,3%,1%,29%,-22%[59 µM],3%,1%,5,7%,COc1ccc(OCCNC(=O)c2ccccc2OCC(=O)Nc2ccc(NC(C)=O)cc2)cc1
-2%,-11%,-2%,65%[activator],-3%[59 µM],10%,6%,-6,?,Nc1c(C(=O)NCc2ccc(Cl)cc2)sc2nc(-c3ccc(F)cc3)ccc12
